OX1R FRET antag – OX1R (human) antagonism; O43613; OX1R-expressing cells, FRET antagonist read-out; inhibition, % at 6.6 µM; 1.8% of 330,000 active; AID 485270; in the data active means inhibition mostly above about 38%, no sharp cut-off; inactive means mostly below about 40%;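 further: 0% = agonist challenge alone and 100% = reference antagonist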
Target sequence (O43613 whole entry, looked up): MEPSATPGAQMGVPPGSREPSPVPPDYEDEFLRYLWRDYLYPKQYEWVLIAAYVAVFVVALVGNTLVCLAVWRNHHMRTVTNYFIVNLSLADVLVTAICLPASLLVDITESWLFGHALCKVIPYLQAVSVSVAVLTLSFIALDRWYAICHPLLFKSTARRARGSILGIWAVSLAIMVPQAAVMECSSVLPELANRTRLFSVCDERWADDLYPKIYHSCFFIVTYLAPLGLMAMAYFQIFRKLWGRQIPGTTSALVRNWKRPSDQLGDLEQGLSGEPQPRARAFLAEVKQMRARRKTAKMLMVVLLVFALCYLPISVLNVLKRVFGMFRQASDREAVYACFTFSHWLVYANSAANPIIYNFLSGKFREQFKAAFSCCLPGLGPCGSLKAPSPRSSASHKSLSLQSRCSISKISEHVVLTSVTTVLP
STK33 inh – human STK33 kinase inhibition; purified STK33, MBP phosphorylation, ADP-Glo luminescence; 0.073% of 320,000 active; inhibition, % at 10 µM;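 active means inhibition at or above 25%, using the most active replicate where run in duplicate; inactive means inhibition below 25%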
Target sequence (Q9BYT3 whole entry, looked up): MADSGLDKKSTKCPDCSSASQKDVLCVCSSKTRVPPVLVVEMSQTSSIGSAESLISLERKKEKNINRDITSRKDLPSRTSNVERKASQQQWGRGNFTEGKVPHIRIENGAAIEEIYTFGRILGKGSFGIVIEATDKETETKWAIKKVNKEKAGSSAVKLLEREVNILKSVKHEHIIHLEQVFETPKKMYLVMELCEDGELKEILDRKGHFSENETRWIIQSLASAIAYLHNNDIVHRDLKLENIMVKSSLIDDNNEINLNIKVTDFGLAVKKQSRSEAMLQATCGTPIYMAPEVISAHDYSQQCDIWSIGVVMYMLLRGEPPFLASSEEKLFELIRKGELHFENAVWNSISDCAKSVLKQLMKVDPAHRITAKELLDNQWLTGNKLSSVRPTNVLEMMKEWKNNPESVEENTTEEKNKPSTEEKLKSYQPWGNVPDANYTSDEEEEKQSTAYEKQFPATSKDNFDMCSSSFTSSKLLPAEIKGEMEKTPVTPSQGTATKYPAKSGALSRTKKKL
An asterisk follows results filed as active; x = no result given. Compounds were not picked by outcome; overall some 1.8% were active at least once.

| Molecule | OX1R FRET antag | STK33 inh |
| --- | --- | --- |
| O=C(c1ccc(CN2CCc3ccccc3C2)cc1)N1CCN(c2ccc(F)cc2)CC1 | 4 | 0.0 |
| O=C(O)Cc1c(-c2ccccc2)c2cc(Br)ccc2[nH]c1=O | 13 | -0.9 |
| CCCCc1cc(=O)oc2cc(OCC(=O)N3CCc4ccccc43)ccc12 | 7 | -2.4 |
| O=C(COC(=O)c1ccccc1Br)Nc1ccccc1F | -3 | -1.5 |
| c1ccc2c(c1)Cn1nnnc1-2 | 15 | 0.2 |
| Cc1cc(-c2nnc(CSc3nnc(NC(=O)c4ccc(C(C)(C)C)cc4)s3)o2)ccc1[N+](=O)[O-] | 15 | 0.0 |
| CSC1=NC(C)(C)C=C(/C=C/c2c(Cl)cccc2Cl)N1 | 18 | -0.1 |
| O=C(CNC(=O)c1ccccc1F)NCc1cccnc1 | 7 | -0.4 |
| O=C(Nc1ccc2cn[nH]c2c1)c1ccccc1F | 16 | -1.9 |
| O=C(COC(=O)C1CC2C=CC1C2)Nc1ccc([N+](=O)[O-])cc1 (stereo unspecified) | 11 | -1.5 |
| CCN(CC)C(=O)CSc1nnc2cc(C)c3ccccc3n12 | 11 | -2.2 |
| CSc1ncccc1C(=O)Nc1nc2ccc(Oc3ccccc3)cc2s1 | 47 | 0.3 |
| c1ccc2c(SCc3cn4cccnc4n3)ncnc2c1 | 18 | 0.5 |
| Cn1c(SCC(=O)NCc2ccc(F)cc2)ncc(C(=O)Nc2ccccc2)c1=O | 24 | -1.4 |
| O=c1c2ccccc2ncn1Cc1ccc2c(c1)OCO2 | 19 | -1.3 |
| Cc1ccc(NC(=O)CSc2ccccc2NC(=O)c2cccc(Cl)c2)cc1Cl | -8 | 1.3 |
| Cc1ccc(CNC(=O)CCS(=O)(=O)c2cc(Br)cc3c2N(C(=O)C2CC2)CC3)o1 | 24 | 0.5 |
| CCn1nc(C)cc1C(=O)N1CCCC(Nc2ccc(F)c(F)c2)C1 (stereo unspecified) | 37 | -1.2 |
| Cc1ccccc1CN1CCN(CC(=O)NCCCN2CCN(c3ccc(F)cc3)CC2)C1=O | 7 | 0.7 |
| CC(=O)Nc1sc(N/N=C/c2ccccc2F)nc1-c1ccc(C)cc1 | 3 | -1.0 |
| O=C1C(Cc2ccccc2)Nc2ncnc(N3CCN(c4ccccc4)CC3)c2N1Cc1ccc(Cl)cc1 (stereo unspecified) | 28 | 0.2 |
| COc1cc(C(=O)OCC(=O)NCCN2C(=O)CSC2=O)ccc1OCc1c(C)noc1C | 16 | x |
| CCc1ccc(S(=O)(=O)NC2CCCCNC2=O)cc1 (stereo unspecified) | 8 | -0.9 |
| CC(C)c1ccc(CNC(=O)C(=O)Nc2nccs2)cc1 | 9 | -1.2 |
| Cc1cc(=O)c2cc(Br)ccc2[nH]1 | 22 | 0.4 |
| Nn1c(SCc2ccccc2)nnc1-c1ccccn1 | 12 | -0.8 |
| CCn1c(N2CCN(S(=O)(=O)c3ccc(Cl)cc3)CC2)nc2ccccc21 | 10 | 0.2 |
| COc1ccc(-c2cn[nH]c2N)cc1OC | 21 | 0.0 |
| CCOc1cc(C(=O)Nc2ccc(F)cc2)cc(Br)c1OC | 19 | 0.6 |
| COc1ccccc1C1=NC(c2ccc(F)cc2)N=C1C (stereo unspecified) | 11 | -1.8 |
| O=C(NC1CCCc2ccccc21)C(Cc1ccccc1)NS(=O)(=O)c1cccs1 (stereo unspecified) | 56 | -1.5 |
| Nc1c(C(=O)N2CCOCC2)sc2nc(N3CCOCC3)c3c(c12)CCCC3 | 11 | -4.5 |
| CCOc1c(C)cnc2c1c(=O)n(Cc1ccccc1F)c(=O)n2C | 26 | -2.0 |
| COc1ccc(C(=O)Nc2cccc(OC)c2)cc1 | 6 | 4.6 |
| CC(=O)c1cccc(NC(=O)c2cccc(S(=O)(=O)N3CCOCC3)c2)c1 | 9 | -1.4 |
| Cc1cc(-c2ccco2)n(CC(=O)O)n1 | 14 | -2.2 |
| CCN1CC(CN(C)Cc2cn(-c3ccc(C)cc3)nc2-c2cccc(C)c2)CC1=O (stereo unspecified) | 14 | 0.5 |
| Cc1ccc(Cl)cc1NC(=O)COC(=O)CC1CCCCC1 | 9 | 1.8 |
| COc1ccc(-c2nc(CCl)cs2)cc1OC | 34 | -0.8 |
| CCn1cc(C(=O)O)c(=O)c2cnc(N3CCN(C(=S)Nc4ccc(F)cc4)CC3)nc21 | 3 | 0.3 |
| CC(C)(C)NC(=O)C1CCC(C)(C(=O)O)C1(C)C (stereo unspecified) | 3 | -1.8 |
| Cc1cc(C)n2c(Nc3ccc4c(c3)OCCO4)c(-c3ccc(C)o3)nc2n1 | 1 | 0.0 |
| COc1ccc(S(=O)(=O)NC2CC(C)(C)NC(C)(C)C2)cc1C(C)C | 8 | -0.3 |
| C=CCOc1ccc(CNC(C)(C)C)cc1OC | 18 | -0.9 |
| Cc1ccc(C)c(NC(=S)NCC(c2cccnc2)N2CCOCC2)c1 (stereo unspecified) | 18 | -0.3 |
| COC(=O)[C@@H](NC(=O)/C=C/c1ccc(OC)cc1)C(C)C | 9 | -0.7 |
| COc1ccc(-n2ncc3c(NCc4ccc5c(c4)OCO5)ncnc32)cc1 | 12 | -0.5 |
| CCC(C)(C)c1nnc(NC(=O)C2CCN(C(=O)c3ccco3)CC2)s1 | 19 | -2.0 |
| Nc1nonc1-n1nnc(C(=O)N/N=C/c2ccc(Cl)cc2Cl)c1CN1CCCCC1 | 18 | -0.4 |
| COc1cccc(CNCc2ccccn2)c1OC | 28 | 1.6 |

Shown as labelled records: part of the list above
> Cc1cc(C)n2c(Nc3ccc4c(c3)OCCO4)c(-c3ccc(C)o3)nc2n1
  OX1R FRET antag: 1; STK33 inh: 0.0
> COc1ccc(S(=O)(=O)NC2CC(C)(C)NC(C)(C)C2)cc1C(C)C
  OX1R FRET antag: 8; STK33 inh: -0.3
> C=CCOc1ccc(CNC(C)(C)C)cc1OC
  OX1R FRET antag: 18; STK33 inh: -0.9
> Cc1ccc(C)c(NC(=S)NCC(c2cccnc2)N2CCOCC2)c1 (stereo unspecified)
  OX1R FRET antag: 18; STK33 inh: -0.3

Remaining list, next part:
| Molecule | OX1R FRET antag | STK33 inh |
| --- | --- | --- |
| CC(C(=O)NC(c1ccccc1)c1ccccc1)N1CCOCC1 (stereo unspecified) | 10 | -0.2 |
| COc1cccc(N(CC(=O)Nc2cccc(N(C)S(C)(=O)=O)c2)S(C)(=O)=O)c1 | 9 | -1.8 |
| CC(Sc1ncnc2ccccc12)C(=O)Nc1ccc2c(c1)OCO2 (stereo unspecified) | 24 | -1.0 |
| COc1ccc(OC)c(C2=NOC(C(=O)NCc3ccco3)C2)c1 (stereo unspecified) | 24 | 0.3 |
| COCCNC(=O)/C(C#N)=C\c1ccc(CNC(=O)C(=O)Nc2ccc(C)c(C)c2)o1 | 12 | -1.3 |
| Cc1ccc(CN2CCN(CC(=O)NCCCN3CCN(c4ccc(F)cc4)CC3)C2=O)cc1 | 11 | 0.5 |
| COc1cccc(Nc2nnc(SCC(=O)N(CC(C)C)CC(C)C)s2)c1 | 15 | -1.5 |
| Cc1cc(/C=C2\C(=N)N3N=C(C(C)C)SC3=NC2=O)c(C)n1-c1ccccc1 | 6 | -2.1 |
| Cc1ccccc1CCN(C(=O)c1csnn1)C(C(=O)NC1CCCC1)c1ccncc1 (stereo unspecified) | 4 | -0.4 |
| Cc1cc(C)nc(NC(=O)c2cccc(Cl)c2)n1 | 12 | -0.7 |
| CCCCC#Cc1ccccc1CC(=O)Nc1ccccc1 | 25 | -2.1 |
| CC(C1CCN(Cc2nc(C3CC3)no2)CC1)N1CCOCC1 (stereo unspecified) | 1 | -2.3 |
| COc1ccc(Cl)cc1NC(=O)CN(C)C(=O)c1ccc2c(c1)OCCO2 | 14 | 0.4 |
| COc1cc2c(cc1NC(=O)COC(=O)/C=C/c1ccc([N+](=O)[O-])cc1)oc1ccccc12 | 5 | -1.7 |
| CCN(C[C@H]1N[C@@](C)(C(=O)OC)[C@H]2C(=O)N(C)C(=O)[C@@H]12)C(=O)Nc1ccc(C)cc1 | -2 | 0.5 |
| Cc1cc(C)cc(NC(=O)C(OC(=O)c2cccs2)c2ccccc2)c1 (stereo unspecified) | 18 | -1.2 |
| CCc1cccc(C)c1NS(=O)(=O)c1cc(Br)cnc1N | 15 | -0.5 |
| OCCN1CCN(c2nnc(-c3ccccc3)c3ccccc23)CC1 | 4 | 0.2 |
| Cc1ccc(O)c(C(=O)c2cnn(-c3ccc(S(=O)(=O)N4CCOCC4)cc3[N+](=O)[O-])c2)c1 | -7 | 5.8 |
| Cc1ccc(OCC(=O)NCCCNC(=O)c2ccccn2)cc1C | 8 | -0.3 |
| CCc1c(O)nc(SCC(=O)Nc2ccccc2OC)[nH]c1=O | 6 | -0.4 |
| O=C1Cc2ccccc2C(=O)N1c1ccc(F)cc1Cl | 5 | -1.2 |
| COc1ccc(S(=O)(=O)N2c3ccccc3OCC2C(C)(C)C)cc1 (stereo unspecified) | 17 | -2.7 |
| O=C(Nc1ccc(OCC(=O)N2CCOCC2)cc1)Nc1cccc(Cl)c1 | 28 | 0.0 |
| CN1C(=O)NC(NC(=O)c2ccncc2)(C(F)(F)F)C1=O (stereo unspecified) | 11 | -0.4 |

A few values from the list.
OCCN1CCN(c2nnc(-c3ccccc3)c3ccccc23)CC1 in OX1R FRET antag is entered as 4
COc1cccc(N(CC(=O)Nc2cccc(N(C)S(C)(=O)=O)c2)S(C)(=O)=O)c1 in STK33 inh is entered as -1.8

(list continues)
Each structure is followed by: OX1R FRET antag, STK33 inh
- CCOc1ccc(S(=O)(=O)NCc2ccc(Cl)cc2)c2cccnc12
  39, -0.8
- O=C(CCC(=O)N1CCN(c2ccc(F)cc2)CC1)N1CCN(c2ccc(F)cc2)CC1
  -1, -1.3
- O=C(CNC(=O)c1ccc(Cl)cc1)OCn1nnc2ccccc2c1=O
  2, -1.1
- CC1CC(C)(C)CC2(C1)NC(=O)N(CC(=O)N(Cc1ccccc1)c1ccccc1)C2=O (stereo unspecified)
  15, 0.7
- CCC1(c2cccc(Cl)c2)NC(=O)N(Cc2cc(C(=O)OC)c(C)o2)C1=O (stereo unspecified)
  15, -0.3
- O=C1Cn2c(nc3ccccc32)-c2ccccc2N1
  33, 2.0
- Cc1ccc(/C=C/C(=O)OCn2nnc3ccccc3c2=O)o1
  13, -0.5
- O=C(NCC1CCCN(Cc2ccc3nonc3c2)C1)c1ccc(F)cc1 (stereo unspecified)
  28, -1.3
- O=C(CN1C(=O)NC(c2ccccc2)(c2ccccc2)C1=O)NCCc1ccc(F)cc1
  69*, 0.2
- O=C(c1c[nH]c(C(=O)C(Cl)(Cl)Cl)c1)c1ccccc1Cl
  20, -0.4
- CO/N=C/c1cccn1-c1nccc(N(C)C)c1C#N
  20, -0.1
- CCOC(=O)C1CCN(CC(O)COc2ccc(C(C)(C)C)cc2)CC1 (stereo unspecified)
  13, -1.1
- CC(NC(=O)COC(=O)Cc1ccsc1)c1ccccc1 (stereo unspecified)
  0, -1.5
- Cc1ccc(C(=O)NCCC2=CCCCC2)cc1S(=O)(=O)N1CCOCC1
  19, -1.9
- CCCCc1ccc(NC(=O)CSCc2cc(=O)[nH][nH]2)cc1
  2, -0.3

Arranged by number of heavy atoms (smallest number first): part of the list above.
Each structure is followed by: OX1R FRET antag, STK33 inh
- O=C1Cn2c(nc3ccccc32)-c2ccccc2N1
  33, 2.0
- CC(NC(=O)COC(=O)Cc1ccsc1)c1ccccc1 (stereo unspecified)
  0, -1.5
- O=C(NCC1CCCN(Cc2ccc3nonc3c2)C1)c1ccc(F)cc1 (stereo unspecified)
  28, -1.3

Other entries follow:
Each structure is followed by: OX1R FRET antag, STK33 inh
- CCN(CC)CC#CC(OC)(c1ccccc1)c1ccccc1
  15, -0.9
- CCCc1cc(-n2ccnc2C)n2c(nc3ccccc32)c1C#N
  18, 0.8
- CCCNC(=O)c1ccccc1NC(=O)CN(c1ccccc1)S(=O)(=O)N(C)C
  52, 0.1
- COC(=O)c1sc(N)c(C(=O)OC)c1COC(=O)CNS(=O)(=O)c1cccc(C#N)c1
  19, -0.7
- O=C(CCC1CCCN(Cc2ccc3c(c2)OCCO3)C1)NCc1ccc(F)c(F)c1 (stereo unspecified)
  14, -1.2
- CS(=O)(=O)N(CC(=O)NC1CCCC1)c1ccc(Oc2ccccc2)cc1
  22, 2.8
- CCN1C(=NCCOC)N[C@@H](c2cccs2)C(C(=O)OC)=C1C
  13, -0.1
- C1=C[C@H]2CC[C@@H]1N(c1ccccc1)O2
  7, x
- COc1ccccc1N1CCN(C(=O)c2cccc(N3C(=O)C4C5C=CC(C5)C4C3=O)c2)CC1 (stereo unspecified)
  -4, -3.4
- CNC(=O)c1cc(NC(=O)CCn2nc(-c3ccc(C)cc3)c3ccccc3c2=O)ccc1OC
  13, -2.4
- CC(C)C[C@@H](NC(=O)C1CCC(CNC(=O)[C@@H]2CCCN2C(=O)OC(C)(C)C)CC1)C(=O)O (stereo partly specified)
  x, -1.6
- CC1(c2nnc(-c3ccncc3)o2)CC(c2c(Cl)cccc2Cl)=NO1 (stereo unspecified)
  9, 0.1
- Cc1ccc(NC(=O)COC(=O)Cn2nc(-c3ccc(F)cc3)oc2=O)cc1C
  9, -1.1
- COc1ccc(N(C=O)C(=S)SC)cc1
  4, -1.4
- CC1CCC(NC(=O)CN(C)S(=O)(=O)c2cccc3cccnc23)CC1 (stereo unspecified)
  11, -1.9
- O=C(NC(Cc1c[nH]c2ccccc12)C(=O)N/N=C/c1ccc(Cl)cc1)c1cccs1 (stereo unspecified)
  98*, 0.2
- O=C(Cc1ccc(F)cc1)N(c1ccccc1)C1C=CS(=O)(=O)C1 (stereo unspecified)
  2, 0.5
- COc1cc(/C=N/Nc2nc(Nc3ccccc3)nc(-n3nc(C)cc3C)n2)cc(OC)c1OC
  19, 0.3
- Cc1ccc(Nc2nc(-c3sc(N)nc3C)cs2)cc1
  x, 0.6
- CCOc1ccc2[nH]c(=O)c(=O)[nH]c2c1
  31, 0.1

Screens deposited in PubChem BioAssay by several laboratories.
